Compound activity (PubChem)
Apaf-1 inh: inhibitors of human Apaf-1 apoptosome; O14727; reconstituted apoptosome caspase-3 activity, DEVD-Rh110 fluorescence; inhibition, % at 20 µM; 330,000 tested, 0.71% active; AID 489030; active = inhibition of at least 40% at 20 µM;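 also: plate controls were DMSO wells for no effect and DEVD-CHO caspase inhibitor wells for full effect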
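Assay system: Apoptosome proteins | Medium: pH 7.5 Hepes buffer with CHAPS, BSA, DTT | Also added: Cytochrome c and DEVD-Rh110 substrate | Times: 30 min plus 50 min, RT | Detection: Rhodamine 110 fluorescence at Ex 480/Em 540 nm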
mIAP act: increases mouse intestinal alkaline phosphatase activity | muIAP, CDP-Star luminescence, 30 min; active compounds read high; 1 = vehicle-only enzyme signal, 0 = enzyme-free wells | activation factor at 10 µM | 330,000 tested, 0.24% active | AID 2805;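 active = activation factor of at least 2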; also: the source names both 10 and 20 µM as test concentration; values of inactives mirror those of a sister screen read the other way
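Assay system: mouse IAP enzyme; Reagent: CDP-Star chemiluminescent phosphatase substrate; Compound: DMSO-dissolved test compounds; Incubation: 30 min, room temperature; Technique: luminescence from enzymatic CDP-Star hydrolysis; Controls: DMSO-only wells and no-enzyme negative control.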
NLRP3 yeast inh: inhibitors of NALP3 inflammasome in yeast; AID 2825; Yeast reconstituted NLRP3/ASC/caspase-1, beta-gal luminescence, 24 h; inhibition, % at 10 µM; 330,000 tested, 0.39% active;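 active = inhibition of 50% or more; inactive = inhibition below 50%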;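 also: plate controls were induced DMSO wells for no effect and uninduced yeast grown without galactose for full effect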
mIAP inh: mouse IAP inhibition; 330,000 tested, 0.2% active; purified mouse IAP, CDP-Star luminescence, 30 min; AID 2806; inhibition, % at 10 µM;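 active = inhibition of at least 40% at 10 µM in the primary screen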;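 also: plate controls were DMSO with enzyme for no effect and no enzyme wells for full effect; values of inactives mirror those of a sister screen read the other way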
ATG4B inh: blocks human ATG4B protease cleavage of LC3 substrate; inhibition, % at 8.33 µM; Q9Y4P1; 340,000 tested, 0.51% active; ATG4B cleavage of LC3-PLA2, NBD-HPC fluorescence, 1 h; AID 504462; in the data active = inhibition above about 40%
Target sequence (Q9Y4P1 whole entry, looked up): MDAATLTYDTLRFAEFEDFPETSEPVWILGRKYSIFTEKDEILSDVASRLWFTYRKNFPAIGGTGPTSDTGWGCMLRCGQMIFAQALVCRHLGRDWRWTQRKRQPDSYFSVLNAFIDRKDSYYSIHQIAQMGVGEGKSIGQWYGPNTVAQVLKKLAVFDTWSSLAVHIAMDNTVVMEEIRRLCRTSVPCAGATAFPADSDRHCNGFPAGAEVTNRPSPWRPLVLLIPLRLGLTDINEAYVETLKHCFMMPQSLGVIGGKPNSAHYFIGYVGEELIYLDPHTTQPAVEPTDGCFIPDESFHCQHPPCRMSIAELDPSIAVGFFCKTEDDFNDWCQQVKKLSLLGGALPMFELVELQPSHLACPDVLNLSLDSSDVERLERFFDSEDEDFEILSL
hIAP inh: human IAP inhibition | inhibition, % at 10 µM | 330,000 tested, 0.12% active | purified IAP, CDP-Star luminescence, 30 min | AID 2544;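 active = inhibition reaching a set limit with compound at 10 µM in the primary screen, cut at about 35% in these data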;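 also: plate controls were DMSO wells with enzyme for no effect and no-enzyme buffer wells for full effect; values of inactives mirror those of a sister screen read the other way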
Target sequence (P09923 whole entry, looked up): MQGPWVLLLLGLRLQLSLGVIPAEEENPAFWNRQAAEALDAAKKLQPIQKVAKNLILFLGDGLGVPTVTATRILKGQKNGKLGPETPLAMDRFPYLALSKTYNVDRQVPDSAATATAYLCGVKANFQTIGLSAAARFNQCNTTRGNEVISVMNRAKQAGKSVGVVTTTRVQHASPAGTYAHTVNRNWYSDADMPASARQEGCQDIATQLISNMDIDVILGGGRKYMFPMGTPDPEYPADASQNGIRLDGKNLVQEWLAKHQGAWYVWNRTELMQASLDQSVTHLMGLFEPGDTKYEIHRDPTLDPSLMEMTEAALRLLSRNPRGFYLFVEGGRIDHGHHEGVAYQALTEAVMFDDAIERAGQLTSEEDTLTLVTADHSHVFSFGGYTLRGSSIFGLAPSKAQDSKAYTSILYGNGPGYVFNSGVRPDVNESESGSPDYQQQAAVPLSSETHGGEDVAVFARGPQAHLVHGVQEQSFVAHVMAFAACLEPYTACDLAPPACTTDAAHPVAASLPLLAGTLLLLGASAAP
TIM10 inh: inhibits growth of TIM10 yeast strain | inhibition, % at 10 µM | S. cerevisiae TIM10 strain growth, BacTiter-Glo luminescence, 24 h | AID 463195 | 330,000 tested, 1.4% active;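 active = inhibition of 40% or more at the single tested concentration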;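 also: wild-type TIM10 isogenic control strain grown at permissive 25 °C; 0% = DMSO yeast wells and 100% = minimal medium wells without yeast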
hIAP activ: human IAP activation. activation factor at 10 µM. AID 2524. 330,000 tested, 0.16% active. purified human IAP, CDP-Star luminescence, 30 min; active compounds read high; 1 = vehicle-only enzyme, 0 = enzyme-free background. P09923;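 active = activation factor of the enzyme at least 2-fold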; also: the source names both 10 and 20 µM as test concentration; values of inactives mirror those of a sister screen read the other way
tim10-1 inh: inhibits growth of tim10-1 mutant yeast; inhibition, % at 20 µM; 330,000 tested, 2.2% active; S. cerevisiae tim10-1 ts strain growth, BacTiter-Glo, 24 h; AID 463190;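 active = inhibition of at least 40%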;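 also: mutant grown at 25 °C; 0% = DMSO wells with yeast and 100% = wells holding no yeast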
An asterisk follows results filed as active.

`Cc1ccccc1NC(=O)COC(=O)/C=C/c1cn(-c2ccccc2)nc1-c1cccnc1` gave Apaf-1 inh 6, mIAP act 0.93, NLRP3 yeast inh 10, mIAP inh 7, ATG4B inh 8, hIAP inh 15, TIM10 inh 4, hIAP activ 0.85 and tim10-1 inh 10.
`Cc1ccc(Cl)cc1NS(=O)(=O)Cc1ccccc1` gave Apaf-1 inh -10, mIAP act 0.97, NLRP3 yeast inh 12, mIAP inh 3, ATG4B inh 2, hIAP inh -27, TIM10 inh 7, hIAP activ 1.3 and tim10-1 inh 29.
`O=C(O)c1ccc(Cn2nnc3sc4c(c3c2=O)CCCC4)cc1` gave Apaf-1 inh 13, mIAP act 0.92, NLRP3 yeast inh 5, mIAP inh 8, ATG4B inh 12, hIAP inh 2, TIM10 inh 6, hIAP activ 0.98 and tim10-1 inh 22.
`Cc1ccc(C)c(-c2[nH]ncc2CN2CCCC(CO)(Cc3ccccc3C)C2)c1` (centres undefined) gave Apaf-1 inh 6, mIAP act 1.1, NLRP3 yeast inh -9, mIAP inh -7, ATG4B inh -2, hIAP inh -17, TIM10 inh -5, hIAP activ 1.2 and tim10-1 inh 18.
`CC(=O)N1CCc2cc(NC(=O)c3ccc(C)cc3)ccc21` gave Apaf-1 inh -9, mIAP act 0.96, NLRP3 yeast inh 11, mIAP inh 4, ATG4B inh 1, hIAP inh 20, TIM10 inh -8, hIAP activ 0.8 and tim10-1 inh 7.
Screening Nc1ccccc1NC1=CC(=O)CC(c2ccccc2)C1 (centres undefined) returned Apaf-1 inh 0, mIAP act 1, NLRP3 yeast inh 8, mIAP inh -2, hIAP inh -2, TIM10 inh 3, hIAP activ 1 and tim10-1 inh -1.
For CCOC(=O)c1ccc(N2C(=O)Cc3ccccc3C2=O)cc1 the results were Apaf-1 inh 11, mIAP act 0.91, NLRP3 yeast inh 4, mIAP inh 9, ATG4B inh -9, hIAP inh 1, TIM10 inh 1, hIAP activ 0.99 and tim10-1 inh -3.
O=C(Cn1cnc2ccc(Cl)cc2c1=O)NC1CCS(=O)(=O)C1 (centres undefined) was read as Apaf-1 inh -1, mIAP act 0.93, NLRP3 yeast inh 14, mIAP inh 7, ATG4B inh -4, hIAP inh 3, TIM10 inh 0, hIAP activ 0.97 and tim10-1 inh 0.
For COc1cccc(CC2(CO)CCCN(Cc3ccccc3-c3ccco3)C2)c1 (centres undefined) the results were Apaf-1 inh 9, mIAP act 0.98, NLRP3 yeast inh 1, mIAP inh 2, ATG4B inh -6, hIAP inh -6, TIM10 inh 10, hIAP activ 1.1 and tim10-1 inh 17.
`Cc1ccccc1N1C(=O)C(Cl)=C(N2CCCCCC2)C1=O` gave Apaf-1 inh 11, mIAP act 1, NLRP3 yeast inh -9, mIAP inh 0, ATG4B inh 2, hIAP inh 5, TIM10 inh 22, hIAP activ 0.95 and tim10-1 inh 39.
`O=C1/C(=C/c2ccccc2)CCCc2ccccc21` gave Apaf-1 inh 14, mIAP act 0.97, NLRP3 yeast inh 42, mIAP inh 3, ATG4B inh 28, hIAP inh -6, TIM10 inh 29, hIAP activ 1.1 and tim10-1 inh 20.
CCOC(=O)c1c(C)[nH]c(N=Nc2cc(C(=O)O)cc(C(=O)O)c2)c1C was read as Apaf-1 inh -2, mIAP act 0.95, NLRP3 yeast inh 5, mIAP inh 5, ATG4B inh -2, hIAP inh 10, TIM10 inh 8, hIAP activ 0.9 and tim10-1 inh 16.
Screening Cc1ccc(NC(=O)c2cccc(OCc3c(C)noc3C)c2)cc1 returned Apaf-1 inh 10, mIAP act 0.97, NLRP3 yeast inh 3, mIAP inh 3, ATG4B inh -8, hIAP inh 2, TIM10 inh 29, hIAP activ 0.98 and tim10-1 inh 20.
For CCN(CC(=O)Nc1ccc(OC)cc1)C(=O)c1ccc(=O)n(Cc2ccccc2)n1 the results were Apaf-1 inh -13, mIAP act 1.1, NLRP3 yeast inh 7, mIAP inh -5, ATG4B inh -6, hIAP inh -10, TIM10 inh 3, hIAP activ 1.1 and tim10-1 inh -1.
COC(=O)c1c(NC(=O)C(C)C)sc2c1C(C(=O)OC)CC2 (centres undefined) was read as Apaf-1 inh 6, mIAP act 1, NLRP3 yeast inh -1, mIAP inh -4, ATG4B inh -19, hIAP inh 6, TIM10 inh 22, hIAP activ 0.94 and tim10-1 inh 20.
Brc1cc(Br)c2ncnc(N3CCCCC3)c2c1 was read as Apaf-1 inh 12, mIAP act 0.95, NLRP3 yeast inh -15, mIAP inh 5, ATG4B inh -15, hIAP inh 1, TIM10 inh 2, hIAP activ 0.99 and tim10-1 inh 46*.
`Cc1cc(S(=O)(=O)N(Cc2ccccc2Cl)c2ccc3c(c2)CCC3)ccc1-n1cnnn1` gave Apaf-1 inh 27, mIAP act 1, NLRP3 yeast inh 5, mIAP inh -2, ATG4B inh -8, hIAP inh 1, TIM10 inh 7, hIAP activ 0.99 and tim10-1 inh 16.
For O=C1c2ccccc2-c2onc3c(N4CCN(CCO)CC4)cc(N4CCN(C(=O)c5ccco5)CC4)c1c23 the results were Apaf-1 inh 52*, mIAP act 0.97, NLRP3 yeast inh 15, mIAP inh 3, ATG4B inh 27, hIAP inh 16, TIM10 inh 10, hIAP activ 0.84 and tim10-1 inh 30.
O=[N+]([O-])c1ccc(Oc2ccc(S(=O)(=O)N3CCOCC3)cc2)cc1 was read as Apaf-1 inh 10, mIAP act 0.9, NLRP3 yeast inh -3, mIAP inh 10, ATG4B inh 1, hIAP inh -3, TIM10 inh 13, hIAP activ 1 and tim10-1 inh 14.
Screening CCc1nc(N)c(C#N)c(-c2ccc(O)c(OC)c2)c1C returned Apaf-1 inh 3, mIAP act 0.99, NLRP3 yeast inh 9, mIAP inh 0, ATG4B inh -7, hIAP inh -17, TIM10 inh 17, hIAP activ 1.2 and tim10-1 inh 26.
Screening O=C1c2cccc([N+](=O)[O-])c2C(=O)N1c1c[nH]c(=O)[nH]c1=O returned Apaf-1 inh 0, mIAP act 1, NLRP3 yeast inh 16, mIAP inh -2, ATG4B inh 2, hIAP inh -11, TIM10 inh -16, hIAP activ 1.1 and tim10-1 inh 10.
Cc1nc(SCC(=O)c2ccccc2)n[nH]1 was read as Apaf-1 inh 5, mIAP act 1.1, NLRP3 yeast inh 2, mIAP inh -7, ATG4B inh -2, hIAP inh -16, TIM10 inh -17, hIAP activ 1.2 and tim10-1 inh 9.
COc1ccc(CNN2CCCCC2C(=O)Nc2ccc(OC)c(OCC(C)C)c2)cc1OC (centres undefined) was read as Apaf-1 inh 5, mIAP act 1.1, NLRP3 yeast inh 2, mIAP inh -12, ATG4B inh -6, hIAP inh -6, TIM10 inh -8, hIAP activ 1.1 and tim10-1 inh -34.
Screening S=c1[nH]nc(COc2ccccc2)n1Cc1ccccc1 returned Apaf-1 inh 5, mIAP act 0.83, NLRP3 yeast inh -16, mIAP inh 17, ATG4B inh 3, hIAP inh 10, TIM10 inh 29, hIAP activ 0.9 and tim10-1 inh 22.
Screening CN1CCN(/N=C/c2ccc(-c3ccccc3)cc2)CC1 returned Apaf-1 inh 4, mIAP act 0.94, NLRP3 yeast inh 29, mIAP inh 6, ATG4B inh 1, hIAP inh 9, TIM10 inh 11, hIAP activ 0.91 and tim10-1 inh -3.
`COC(=O)C(NS(=O)(=O)c1ccccc1Cl)c1ccccc1` (centres undefined) gave Apaf-1 inh 0, mIAP act 0.97, NLRP3 yeast inh -12, mIAP inh 3, ATG4B inh 6, hIAP inh 4, TIM10 inh 9, hIAP activ 0.95 and tim10-1 inh 24.
`CC(C)(C)SCCNC(=O)CN1C(=O)c2ccccc2S1(=O)=O` gave Apaf-1 inh 7, mIAP act 1.2, NLRP3 yeast inh -12, mIAP inh -16, ATG4B inh -3, hIAP inh -12, TIM10 inh 6, hIAP activ 1.1 and tim10-1 inh -4.
Cc1ccc(/C(O)=C2\C(=O)C(=O)N(C)C2c2ccccc2[N+](=O)[O-])cc1 (centres undefined) was read as Apaf-1 inh -4, mIAP act 0.97, NLRP3 yeast inh 18, mIAP inh 3, ATG4B inh -3, hIAP inh -38, TIM10 inh 4, hIAP activ 1.4 and tim10-1 inh -10.
Screening CN(CC(=O)Nc1ccc(Cl)c(C(F)(F)F)c1)C(=O)c1ccc2c(c1)OCCO2 returned Apaf-1 inh 17, mIAP act 1.2, NLRP3 yeast inh 1, mIAP inh -24, ATG4B inh -8, hIAP inh 0, TIM10 inh 5, hIAP activ 0.99 and tim10-1 inh 19.
For Cn1nc(C(F)(F)F)c(-c2ccc(F)cc2)c1NC(=O)CSCC(=O)O the results were Apaf-1 inh -4, mIAP act 1, NLRP3 yeast inh -10, mIAP inh -1, ATG4B inh -11, hIAP inh 1, TIM10 inh 20, hIAP activ 0.99 and tim10-1 inh -14.
For Cc1cc(C)cc(NC(=S)NCCN(C2CCCCC2)C2CCCC2)c1 the results were Apaf-1 inh -10, mIAP act 2.1*, NLRP3 yeast inh -15, mIAP inh -106, ATG4B inh 3, hIAP inh -29, TIM10 inh 4, hIAP activ 1.3 and tim10-1 inh 16.
COc1ccc2[nH]c3c(=S)nc[nH]c3c2c1 was read as Apaf-1 inh 2, mIAP act 0.94, NLRP3 yeast inh 21, mIAP inh 6, ATG4B inh 13, hIAP inh 5, TIM10 inh 8, hIAP activ 0.95 and tim10-1 inh -1.
Screening CC(=O)NCCc1ccc(S(=O)(=O)N2CCOCC2)cc1 returned Apaf-1 inh -14, mIAP act 0.99, NLRP3 yeast inh 3, mIAP inh 1, ATG4B inh -3, hIAP inh 17, TIM10 inh -1, hIAP activ 0.83 and tim10-1 inh 2.
`NC(=S)Nc1cnc2ccccc2c1` gave Apaf-1 inh -1, mIAP act 1.1, NLRP3 yeast inh 13, mIAP inh -6, ATG4B inh 1, hIAP inh 3, TIM10 inh 0, hIAP activ 0.97 and tim10-1 inh -1.

3 entries picked at random from the list so far, as already listed:
For CCN(CC(=O)Nc1ccc(OC)cc1)C(=O)c1ccc(=O)n(Cc2ccccc2)n1 the results were Apaf-1 inh -13, mIAP act 1.1, NLRP3 yeast inh 7, mIAP inh -5, ATG4B inh -6, hIAP inh -10, TIM10 inh 3, hIAP activ 1.1 and tim10-1 inh -1.
Brc1cc(Br)c2ncnc(N3CCCCC3)c2c1 was read as Apaf-1 inh 12, mIAP act 0.95, NLRP3 yeast inh -15, mIAP inh 5, ATG4B inh -15, hIAP inh 1, TIM10 inh 2, hIAP activ 0.99 and tim10-1 inh 46*.
Cc1nc(SCC(=O)c2ccccc2)n[nH]1 was read as Apaf-1 inh 5, mIAP act 1.1, NLRP3 yeast inh 2, mIAP inh -7, ATG4B inh -2, hIAP inh -16, TIM10 inh -17, hIAP activ 1.2 and tim10-1 inh 9.

An unsorted share of the library, and some 4.5% of all compounds hit somewhere here.
